Screening results as filed in PubChem.
Rin1-Abl PPI inh = human Rin1-Abl interaction inhibition; P00519+Q13671; TR-FRET Rin1/Abl binding, biochemical; inhibition, % at 7.35 µM; 360,000 compounds, 0.4% hits; in the data active = inhibition above about 5%, passing the limit was not always enough
PABP1 MLLE inh = blocks PAM2 peptide binding to the PABP1 MLLE domain; P11940; GST-MLLE / FITC-PAM2 fluorescence polarization; inhibition, % at 20 µM; 360,000 compounds, 0.36% hits; AID 588489; in the data active = inhibition above about 35%, passing the limit was not always enough;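 note: plate controls were DMSO wells with GST-MLLE for no effect and wells lacking GST-MLLE protein for full effect; some results filed as inactive read as strong as hits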
Target sequence (P11940 whole entry, looked up, the tested form may be a part): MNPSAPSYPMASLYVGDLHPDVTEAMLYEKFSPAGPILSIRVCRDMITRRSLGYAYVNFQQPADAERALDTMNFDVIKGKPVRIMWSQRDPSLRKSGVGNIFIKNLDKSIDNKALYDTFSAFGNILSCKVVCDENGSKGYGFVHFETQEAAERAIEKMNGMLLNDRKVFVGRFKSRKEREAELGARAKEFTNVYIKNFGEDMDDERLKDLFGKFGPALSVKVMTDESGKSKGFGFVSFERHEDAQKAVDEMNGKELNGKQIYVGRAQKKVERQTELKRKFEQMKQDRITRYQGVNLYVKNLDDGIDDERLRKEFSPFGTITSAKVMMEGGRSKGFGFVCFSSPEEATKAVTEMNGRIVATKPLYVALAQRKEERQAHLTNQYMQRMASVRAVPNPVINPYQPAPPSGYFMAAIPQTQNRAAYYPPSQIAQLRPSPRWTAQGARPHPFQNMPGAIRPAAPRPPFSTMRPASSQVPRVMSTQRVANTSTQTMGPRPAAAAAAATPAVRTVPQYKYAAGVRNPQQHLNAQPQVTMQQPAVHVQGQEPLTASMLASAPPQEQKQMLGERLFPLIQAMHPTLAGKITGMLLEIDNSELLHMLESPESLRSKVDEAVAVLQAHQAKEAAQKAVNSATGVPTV
bovine MsrA act = activators of bovine methionine sulfoxide reductase A; purified bovine MsrA, absorbance read-out; activation, % at 10.6 µM; 360,000 compounds, 0.3% hits; in the data active = activation above about 7.5%;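 note: 0% = vehicle and 100% = reference activator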
Neddyl block = blocks human cullin neddylation; TR-FRET cullin neddylation, biochemical; calls only at 25 µM; 360,000 compounds, 0.58% hits; in the data active = inhibition above about 36%
CSN inh = blocks human CSN-mediated cullin deneddylation; Purified CSN, SCF-Nedd8-OG deneddylation, fluorescence polarization; inhibition, % at 12.5 µM; 360,000 compounds, 0.38% hits; AID 651999;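 active = pattern-corrected inhibition above about 35%, with an unprinted fluorescence ratio check between 0.5 and 1.5, limit read from the data, passing the limit was not always enough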;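 note: 0% = enzyme with substrate and 100% = substrate without enzyme; some results filed as inactive read as strong as hits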
Target sequence (Q92905 whole entry, looked up, one chain of several): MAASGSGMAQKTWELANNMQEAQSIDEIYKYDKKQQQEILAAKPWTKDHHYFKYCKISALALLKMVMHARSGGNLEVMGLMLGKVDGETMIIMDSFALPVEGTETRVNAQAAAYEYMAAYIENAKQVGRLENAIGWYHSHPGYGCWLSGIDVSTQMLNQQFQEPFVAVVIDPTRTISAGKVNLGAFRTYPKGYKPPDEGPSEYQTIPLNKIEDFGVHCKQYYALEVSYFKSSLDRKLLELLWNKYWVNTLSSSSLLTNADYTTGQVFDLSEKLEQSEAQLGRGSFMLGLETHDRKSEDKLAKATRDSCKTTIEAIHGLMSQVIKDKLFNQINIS
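Assay system: purified human Csn5 enzyme expressed in HEK293T cells; measure: % inhibition; also added: SCFSkp2-Nedd8OG substrate at 10 nM final; technique: fluorescence polarization; times: reaction 90 min, room temperature; medium: Tris buffer pH 7.5, NaCl, DTT, Tween-20, trehalose, ovalbumin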
MsrA inh = inhibits bovine methionine sulfoxide reductase A | purified bovine MsrA, absorbance read-out | inhibition, % at 15.5 µM | 360,000 compounds, 0.75% hits; in the data active = inhibition above about 4.5%;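 note: 0% = vehicle wells with enzyme and 100% = reference inhibitor wells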
E coli Lon inh = inhibits E. coli Lon protease. P0A9M0. purified E. coli Lon protease, fluorescence polarization. inhibition, % at 7.94 µM. 360,000 compounds, 0.42% hits; in the data active = inhibition above about 13%, passing the limit was not always enough;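 note: 0% = enzyme with probe and DMSO and 100% = no enzyme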
FAS TE block = FAS thioesterase (human) inhibition. recombinant FAS-TE, OMFH fluorogenic substrate, fluorescence endpoint. 360,000 compounds, 0.67% hits. inhibition, % at 15 µM;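 active = compounds whose normalised, plate-corrected inhibition of enzyme fluorescence in the single-dose primary screen is 50% or more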;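 note: 0% = DMSO with enzyme and 100% = substrate without enzyme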
TbMetRS inhib = Trypanosoma brucei MetRS inhibition. purified T. brucei MetRS, ATP depletion, Kinase-Glo luminescence. inhibition, % at 11.9 µM. 360,000 compounds, 0.4% hits;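 active = inhibition above a per-plate cutoff of the control wells' mean inhibition plus 3 SD, cut at about 5.5% in these data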;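 note: 0% = DMSO wells median and 100% = median of wells with control inhibitor compound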
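Test system – parasite MetRS enzyme · Reagent – substrates ATP, L-methionine and bulk Escherichia coli tRNA · Doses – 11.9 µM compound single dose, 0.9% DMSO · Times – 15 min enzyme-compound preincubation, 2 h reaction, 10 min detection, 25 °C · Signal – Kinase-Glo luminescence, ATP depletion format · Controls – DMSO-only wells as low control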
* = called active by the depositor; i = inactive; / = not tested or not shown.

molecule	Rin1-Abl PPI inh	PABP1 MLLE inh	bovine MsrA act	Neddyl block	CSN inh	MsrA inh	E coli Lon inh	FAS TE block	TbMetRS inhib
CCOC(=O)[C@]12CCC=C1N(Cc1cccc3ccccc13)C(=O)[C@H](CC(=O)NCc1ccc(C)o1)C2	/	/	-1	i	-6	0.9	-2	8	-1.1
COc1cccc(CN2CC(C(=O)NC3CCC(O)CC3)CCC2=O)c1 (stereo not drawn)	-2	4	-3	i	-6	1.6	-5	-3	-0.3
COC(=O)[C@@]12CCCCN1[C@H](c1ccc(-c3ccc(C(C)=O)cc3)cc1)[C@@H]1C(=O)N(C)C(=O)[C@@H]12	0	-4	-3	i	-3	1.2	-2	28	-0.3
CC(=O)c1cccc(NC(=O)CC2SC(N3CCCCC3)=NC2=O)c1 (stereo not drawn)	-1	7	-3	i	5	0.7	-5	-6	-0.2
CNC[C@H](Cc1ccccc1)NC[C@@H](Cc1cccc2ccccc12)NCCc1ccc(C)cc1	2	0	-12	i	0	0.7	6	-13	-0.4
CS(=O)(=O)N1CCN(c2ccccc2NC(=O)Cc2ccccc2)CC1	2	5	-11	i	-1	-0.3	-2	1	-1.9
N#C/C(=C\c1ccc(OCc2ccccc2)cc1)C(=O)Nc1nc2c(s1)CCN(Cc1ccccc1)C2	3	-57	-11	i	29	0.0	-13	-14	-0.3
COc1ccc(/C=N/N2CCN(C3c4ccccc4-c4ccccc43)CC2)cc1OC	-2	-6	-3	i	-16	-0.5	-6	4	0.3
O=C1CC[C@@H](O)CCN1CC[C@H](Sc1ccc(Br)cc1)c1ccccc1	5	31	3	i	3	0.9	-4	4	1.0
O=C(CSC1=Nc2ccccc2C2=NC(c3ccccc3)C(=O)N12)NC1CCCCC1 (stereo not drawn)	2	7	-9	i	-3	1.0	2	1	-1.0
Cc1ccc(-c2nc3ccccc3c(=O)n2O)cc1	1	13	-7	i	-2	0.8	-4	0	-1.4
CCOC(=O)C1CCCN(S(=O)(=O)c2cc(OCC(=O)NC3CCCCC3)c(C)cc2Cl)C1 (stereo not drawn)	6	-8	-6	i	-1	-1.1	-7	23	-1.2
CC1CCN(CC(=O)N2CCCc3c2c(=O)oc2ccc(OCc4ccccc4)cc32)CC1	-2	6	-5	i	1	-0.3	4	24	-0.7
CC(/C=C/c1ccccc1)=N\NC(=O)CNC(=O)c1ccccc1Cl	-1	-6	-3	i	-1	0.8	6	-1	-1.1
CC1S/C(=N/N=C/c2ccco2)N(Cc2ccccc2)C1=O (stereo not drawn)	-3	-14	3	i	4	1.3	-2	13	-0.2
CN(C)CCn1c(=N)n(CC(O)c2ccc(Cl)c(Cl)c2)c2ccccc21 (stereo not drawn)	0	-8	-9	i	-5	-1.8	3	-2	-1.6
O=C(Nc1ccc(OC(F)F)cc1)c1cc(S(=O)(=O)N2CCOCC2)ccc1F	4	-17	-2	i	-1	1.0	0	5	-0.2
S=C(Nc1ccccc1)N1CCOCC1	0	-12	-1	i	4	0.7	-5	5	-0.4
Cc1nnc(N2C(=O)C(=O)/C(=C(/O)c3ccc4c(c3)OCCO4)C2c2cccc([N+](=O)[O-])c2)s1 (stereo not drawn)	-4	12	-7	i	3	3.5	8	-8	-0.1
COc1ccc(NC(=O)C(=O)c2cn(CC(=O)N3CCOCC3)c3ccccc23)cc1OC	-5	-7	-9	i	1	3.6	2	-7	0.2
CCCn1c(C)cc(/C=C(\C#N)C(=O)OCC(=O)Nc2ccc(OC)c(Cl)c2)c1C	-7	-26	-1	/	-6	1.7	5	8	-0.5
CCC(=O)Nc1nc(C)c(C(=O)NC2CCCCC2)s1	5	5	-3	i	1	0.6	-12	-6	-1.1
CC1CCCCC1NC(=O)NC(=O)CCl (stereo not drawn)	-5	15	-2	i	2	-0.8	-9	1	0.0
O=C(NCc1ccccn1)c1ccc(NC(=O)c2ccco2)cc1	5	13	-4	i	-1	-0.4	-4	-4	-0.5
CCCNC(=O)c1cc2c(c(-c3cccc(-c4cc5ccccc5o4)c3)n1)[C@@H](CCO)N(C(=O)NC(C)C)C2	/	/	-6	i	-6	0.6	4	6	-1.5
Cc1cc(NC(=O)Cc2ccccc2)c2ccccc2n1	-3	8	0	i	7	0.7	-4	-3	0.1
Cc1ccccc1OCC1Cn2c(nc3c2c(=O)[nH]c(=O)n3C)O1 (stereo not drawn)	-3	2	3	i	-7	0.4	13	-34	-0.1
CCCCNC(=O)C1C(c2ccc(C(F)(F)F)cc2)=Nc2ccccc2N1C(=O)c1cccc(C(F)(F)F)c1 (stereo not drawn)	/	/	/	i	3	-0.4	/	/	-0.1
COC(=O)c1cc(C(=O)OC)n(Cc2ccc(Cl)cc2Cl)n1	-1	2	-10	i	1	0.5	1	8	-1.5
Cc1sc2ncnc(N3CCN(S(=O)(=O)c4ccc(C(C)(C)C)cc4)CC3)c2c1C	1	1	-6	i	-1	-1.4	1	28	-0.3

Carrying on.
molecule	Rin1-Abl PPI inh	PABP1 MLLE inh	bovine MsrA act	Neddyl block	CSN inh	MsrA inh	E coli Lon inh	FAS TE block	TbMetRS inhib
COc1ccccc1CNc1ncnc2c1cnn2-c1ccccc1	2	12	-2	i	3	-0.3	-1	9	-0.1
O=C(CCl)N(Cc1cccc([N+](=O)[O-])c1)c1cccc(Cl)c1	-1	10	-5	i	-1	-0.3	1	15	-0.8
O/N=C(/CCc1ccccc1)C1(O)CCCCC1	3	1	-2	i	0	-0.6	-8	-10	0.0
COC(=O)c1cccc(Nc2ncnc3sccc23)c1	1	8	-2	i	-1	-0.1	-12	-2	0.7
Cc1nc2ccc(NC(=O)c3cc([N+](=O)[O-])cc([N+](=O)[O-])c3Cl)cc2s1	1	12	2	i	-7	5.5*	8	70*	0.2
CCC(Sc1ccccn1)C(=O)Nc1nnc(C)s1 (stereo not drawn)	-1	-5	-11	i	7	-0.6	-4	-9	-1.2
CCOC(=O)C1=C(N)c2ccccc2CC1C1CCCC1 (stereo not drawn)	1	-1	-2	i	4	-0.7	-8	23	-0.1
CC(=O)N1CC(C)Sc2ccc(S(=O)(=O)NCc3ccc(F)cc3)cc21 (stereo not drawn)	-2	8	-4	i	-3	0.9	-5	-4	-0.3
CC1(C)Cc2nc(-c3ccccc3)nc(SCC(O)CO)c2CO1 (stereo not drawn)	1	-5	-1	i	1	1.1	-3	-6	0.2
CCCOc1ccc(NC(=O)C2CC(=O)N(C(C)C)C2)cc1 (stereo not drawn)	2	1	2	i	-4	-0.5	2	-7	-0.7
CCCCN(C(=O)C1=NN(c2ccccc2)C(=O)CC1)c1c(N)n(CC(C)C)c(=O)[nH]c1=O	-2	2	-2	i	2	0.8	6	-5	-0.2
CCOc1ccccc1NC(=O)C1C2C=CC(C2)C1C(=O)O (stereo not drawn)	1	-25	-6	i	2	-1.1	-5	-5	-1.1
Cc1cc2nc(-c3ccco3)c(Cc3cccc(F)c3)n2c(C)c1Br	-1	-10	-5	i	39*	-0.5	-4	4	-0.1
CC(=O)c1cc(C#N)c(N2CCCCC2)nc1C	4	-1	-6	i	-7	1.7	0	2	-0.4
CS(=O)CC(O)(c1ccc(F)cc1)C1CC1 (stereo not drawn)	0	-5	-1	i	1	-0.9	3	-10	0.0
CN(C(=O)c1ccccc1C(=O)c1ccccc1)C1CCS(=O)(=O)C1 (stereo not drawn)	-2	-9	-1	i	-2	0.7	-3	-3	-0.7
Cc1ccc(NC(=O)NC2CCCCCCC2)cc1	3	5	-1	i	3	0.8	-1	4	-0.3
O=C(Nc1ccc(C(=O)NC2CCCCC2)cc1)c1cccnc1	1	13	-3	i	-6	1.0	11	-3	-0.3
CC(C)Oc1ccc(S(=O)(=O)N2CCOCC2)cc1NC(=O)CC1CCCC1	4	-5	-4	i	0	-0.4	2	2	-0.2
CSc1nnc2n(C)c3c(c(=O)n12)C1(CCCC1)Cc1ccccc1-3	-4	-12	-4	i	4	-1.2	1	20	-1.3
COC(=O)Cn1cnc2c(cnn2-c2ccc(C)cc2)c1=O	-2	4	3	i	-1	/	5	-4	-0.1
CN(Cc1ccccc1)C(=S)Nc1ccc(OC(F)F)cc1	0	-106	-3	i	-13	0.4	-10	3	-0.1
COc1ccc(OC)c(NC(=O)CCn2cccc2)c1	-2	-5	-1	i	-2	-0.7	2	-4	-0.2
CC1CN(C(=O)CCC(=O)NCCCc2ccccc2)c2ccccc2O1 (stereo not drawn)	-2	3	-2	i	2	-0.7	1	3	-0.1
O=C(CN1CCCCC1)Nc1cc(Cl)ccc1Cl	5	13	-8	i	1	1.9	1	2	-1.0
C=Cn1cc(CNC[C@H]2O[C@@H](n3ccc(N)nc3=O)[C@H](O)[C@@H]2O)c(C)n1	-1	6	6	i	6	-0.2	-5	-6	-0.8
COc1ccc(OC(=O)CN2C(=O)C3C4CCC(C4)C3C2=O)cc1 (stereo not drawn)	1	-3	-14	i	-11	0.5	4	-4	-1.4
CCOc1ccccc1NC(=O)COn1nnc2ccccc21	2	-1	-2	i	-2	0.9	-12	-2	-1.4

Gathered by group, the compounds so far containing a Cl atom.
molecule	Rin1-Abl PPI inh	PABP1 MLLE inh	bovine MsrA act	Neddyl block	CSN inh	MsrA inh	E coli Lon inh	FAS TE block	TbMetRS inhib
CCOC(=O)C1CCCN(S(=O)(=O)c2cc(OCC(=O)NC3CCCCC3)c(C)cc2Cl)C1 (stereo not drawn)	6	-8	-6	i	-1	-1.1	-7	23	-1.2
CC(/C=C/c1ccccc1)=N\NC(=O)CNC(=O)c1ccccc1Cl	-1	-6	-3	i	-1	0.8	6	-1	-1.1
CN(C)CCn1c(=N)n(CC(O)c2ccc(Cl)c(Cl)c2)c2ccccc21 (stereo not drawn)	0	-8	-9	i	-5	-1.8	3	-2	-1.6
CCCn1c(C)cc(/C=C(\C#N)C(=O)OCC(=O)Nc2ccc(OC)c(Cl)c2)c1C	-7	-26	-1	/	-6	1.7	5	8	-0.5
CC1CCCCC1NC(=O)NC(=O)CCl (stereo not drawn)	-5	15	-2	i	2	-0.8	-9	1	0.0
COC(=O)c1cc(C(=O)OC)n(Cc2ccc(Cl)cc2Cl)n1	-1	2	-10	i	1	0.5	1	8	-1.5
O=C(CCl)N(Cc1cccc([N+](=O)[O-])c1)c1cccc(Cl)c1	-1	10	-5	i	-1	-0.3	1	15	-0.8
Cc1nc2ccc(NC(=O)c3cc([N+](=O)[O-])cc([N+](=O)[O-])c3Cl)cc2s1	1	12	2	i	-7	5.5*	8	70*	0.2
O=C(CN1CCCCC1)Nc1cc(Cl)ccc1Cl	5	13	-8	i	1	1.9	1	2	-1.0
